Source: PubChem (several laboratories)
bCat nuc transl: beta-catenin nuclear translocation modulation. 190,000 tested, 0.3% active. nuclear translocation activity, % at 5 µM. HeLa beta-catenin nuclear translocation, immunofluorescence imaging;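 active = nuclear translocation activity above 50% at 5 µM, with a well cell count of 50 or more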;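 also: per-cell ratio of nuclear to cytoplasmic median beta-catenin stain intensity; plate controls were DMSO negative control for no effect and GSK-3 inhibitor IX positive control for full effect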
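Test system: human HeLa cells, endogenous beta-catenin. Times: 24 h compound exposure, 37°C. Measured by: beta-catenin immunofluorescence imaging with DAPI.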
WT yeast gro inh: growth inhibition of WT yeast, mitochondrial fusion screen. mitochondrial fusion phenotypic screen, WT strain. inhibition, % at 10 µM. 190,000 tested, 2.1% active. AID 1362; in the data active = inhibition above about 58%; tested in S. cerevisiae
West Nile antiviral: West Nile virus antiviral activity, cell-based, CPE readout (AID 1621). West Nile virus-infected cells, CPE inhibition; higher % means a stronger effect. 290,000 tested, 0.02% active. CPE inhibition, % at 10 µM; hits with a dose series show IC50 in µM; in the data active = a potency from the dose series; also: strong numbers were not always called active
Salmonella PhoP GFP: inhibitors of PhoP regulon expression, primary screen, Salmonella Typhimurium, GFP reporter (AID 1863); S. Typhimurium PhoP-regulated promoter GFP reporter, 4 h; higher % means a stronger effect; one-dose inhibition, % at 50 µM; IC50 in µM for titrated hits; 300,000 tested, 0.16% active;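 active = inhibition over 29.93%, a cutoff 3 SD above the screen mean, later confirmed by dose response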;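 also: 0% = low Mg2+ inducing control and 100% = high Mg2+ repressing control; strong numbers were not always called active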
MgcRacGAP inhibition: MgcRacGAP GTPase-activating activity inhibitors, confirmation, biochemical, ADP Hunter fluorescence. one-dose inhibition, % at 30 µM; IC50 in µM for titrated hits. MgcRacGAP-stimulated Rac1 GTP hydrolysis, ADP Hunter fluorescence; higher % means a stronger effect; GST-tagged Rac1 F28L mutant substrate. 340,000 tested, 0.6% active;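 active = first-screen hits whose inhibition reached a set limit at any dose in the follow-up dose series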;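 also: fluorescence reports GDP produced by GAP-driven GTP hydrolysis; strong numbers were not always called active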
Myeloid diff MLP: compounds promoting myeloid differentiation; ER-HoxA9 myeloid progenitors, lysozyme-GFP differentiation, flow cytometry; calls only at 10 µM; 360,000 tested, 1% active;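 active = normalized GFP-positive differentiation at or above the plate's own cutoff, the solvent-only control mean plus 3 SD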;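 also: cells exposed to compound for four days before flow analysis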
RSV antiviral HEp-2: inhibition of RSV-induced cytopathic effect – HEp-2 cells, primary 10 µM value included (AID 2391); 310,000 tested, 0.13% active; one-dose CPE inhibition, % at 10 µM; IC50 in µM for titrated hits; HEp-2 cells, RSV-induced CPE inhibition; higher % means a stronger effect; in the data active = a potency from the dose series; also: strong numbers were not always called active
T cell HTS: T cell immune modulation candidate; 2C CD8+ T cell-vesicle binding, flow cytometry; active compounds read low; calls only at 7 µM; 330,000 tested, 0.068% active;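 active = response, share of CD8 T cells binding vesicles, and their 90th percentile fluorescence all below set limits, cut at about 80% in these data, passing the limit was not always enough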
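Also added: QL9-peptide-loaded Drosophila micro-vesicles bearing Ld, ICAM-1 and B7-1; Test system: purified 2C TCR transgenic mouse naive CD8+ T cells; Measured by: cytometric PE anti-B7-1 and Alexa647 anti-CD8 signals after 1% paraformaldehyde fixation; Timing: binding step 1.5 h, 37 °C, antibody labelling 20 min, ice.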
SV40 large T antigen: TAg ATPase/helicase activity blockers – biochemical (AID 1903); SV40 large T antigen ATPase/helicase inhibition assay; higher % means a stronger effect; one-dose inhibition, % at 20 µM; IC50 in µM for titrated hits; 310,000 tested, 0.39% active; in the data active = a potency from the dose series; also: strong numbers were not always called active
WT yeast gro inh mutant strain: also measured in WT yeast gro inh; calls as there; inhibition, %; mitochondrial fusion phenotypic screen, mutant strain inhibition
bCat nuc transl cell count 5 µM: second read-out of bCat nuc transl, no call of its own (marks repeat the call); cell count; measured here: cell count, cytotoxicity flag
T cell HTS vesicle-bound %: second read-out of T cell HTS, no call of its own (marks repeat the call); double positive events, %; measured here: CD8+ vesicle-bound cell fraction;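 binding gate set so that unloaded-vesicle control wells show 10% double positive cells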
Myeloid diff MLP GFP+ MAC1+ %: also measured in Myeloid diff MLP; calls as there; GFP+ MAC1+ double positive, %; measured here: differentiation confirmed by MAC1 staining
Starred values were filed as active, the others as inactive.

How did O=C(Nc1c(-c2ccccc2)nc2ccccn12)c1ccco1 do in these assays?
bCat nuc transl: 0.9; WT yeast gro inh: 14.7; West Nile antiviral: -0.3%; Salmonella PhoP GFP: 0.1%; MgcRacGAP inhibition: 9.5%; Myeloid diff MLP: inactive; RSV antiviral HEp-2: -0.2%; T cell HTS: inactive; SV40 large T antigen: 19.3%; WT yeast gro inh mutant strain: 27.2; bCat nuc transl cell count 5 µM: 994; T cell HTS vesicle-bound %: 13.2; Myeloid diff MLP GFP+ MAC1+ %: 0.5

What do the screens show for `CCc1nnc(NC(=O)c2csc3c2CCC(C)C3)s1` (centres undefined)?
bCat nuc transl: -0.7; WT yeast gro inh: -7.8; West Nile antiviral: -0.1%; Salmonella PhoP GFP: 3.7%; RSV antiviral HEp-2: 1.3%; T cell HTS: inactive; SV40 large T antigen: 3.7%; WT yeast gro inh mutant strain: -14.2; bCat nuc transl cell count 5 µM: 1562; T cell HTS vesicle-bound %: 47.5

What do the screens show for `Cc1cccnc1CN1CCN(C(=O)c2cc(COc3ccc4ncccc4c3)on2)CC1`?
bCat nuc transl: 1.4; WT yeast gro inh: 9.9; West Nile antiviral: -1.4%; Salmonella PhoP GFP: 4.5%; MgcRacGAP inhibition: 3.4%; Myeloid diff MLP: inactive; RSV antiviral HEp-2: -0.7%; T cell HTS: inactive; SV40 large T antigen: 5.1%; WT yeast gro inh mutant strain: 13.4; bCat nuc transl cell count 5 µM: 962; T cell HTS vesicle-bound %: 25.3; Myeloid diff MLP GFP+ MAC1+ %: 0.5

Results for O=C(O)Cc1sc(-c2ccc(Cl)cc2)nc1-c1ccccc1 ?
WT yeast gro inh: -2.3; West Nile antiviral: 1.2%; Salmonella PhoP GFP: 2.6%; MgcRacGAP inhibition: 7.2%; Myeloid diff MLP: inactive; RSV antiviral HEp-2: 2.5%; T cell HTS: inactive; SV40 large T antigen: 17.4%; WT yeast gro inh mutant strain: 9.3; T cell HTS vesicle-bound %: 51.8; Myeloid diff MLP GFP+ MAC1+ %: 0.3

Results for CCN(CC)Cc1cc(C(=O)O)c(-c2ccccc2)o1 ?
bCat nuc transl: -0.5; West Nile antiviral: 0.4%; Salmonella PhoP GFP: -4.7%; MgcRacGAP inhibition: -1.7%; Myeloid diff MLP: inactive; RSV antiviral HEp-2: 0.6%; T cell HTS: inactive; SV40 large T antigen: 7.0%; bCat nuc transl cell count 5 µM: 1338; T cell HTS vesicle-bound %: 45.6; Myeloid diff MLP GFP+ MAC1+ %: 0.9

How did CCc1cc2c(=O)[nH]cnc2s1 do in these assays?
WT yeast gro inh: -4.1; West Nile antiviral: 0.6%; Salmonella PhoP GFP: -3.4%; MgcRacGAP inhibition: 7.7%; Myeloid diff MLP: inactive; RSV antiviral HEp-2: 1.4%; T cell HTS: inactive; SV40 large T antigen: 0.0%; WT yeast gro inh mutant strain: 6.5; T cell HTS vesicle-bound %: 42.5; Myeloid diff MLP GFP+ MAC1+ %: 2.7

Results for CN(C)C(=O)CSc1nnc([C@H](Cc2c[nH]c3ccccc23)NC(=O)OC(C)(C)C)o1 ?
bCat nuc transl: -2.9; WT yeast gro inh: -6.8; West Nile antiviral: -0.7%; Salmonella PhoP GFP: 4.7%; MgcRacGAP inhibition: 7.2%; Myeloid diff MLP: inactive; RSV antiviral HEp-2: 1.1%; T cell HTS: inactive; SV40 large T antigen: 6.6%; WT yeast gro inh mutant strain: 1.0; bCat nuc transl cell count 5 µM: 1037; T cell HTS vesicle-bound %: 35.3; Myeloid diff MLP GFP+ MAC1+ %: 1.8

What do the screens show for `Cc1cccc(C(=O)NCC(=O)NC(C)c2ccc(-n3ccnc3)cc2)c1` (centres undefined)?
Salmonella PhoP GFP: -1.6%; MgcRacGAP inhibition: 4.7%; Myeloid diff MLP: inactive; RSV antiviral HEp-2: 1.7%; T cell HTS: inactive; SV40 large T antigen: 15.8%; T cell HTS vesicle-bound %: 48.1; Myeloid diff MLP GFP+ MAC1+ %: 0.7

How did CCOc1cc(/C=C/C(=O)O)ccc1OCCO do in these assays?
bCat nuc transl: 1.5; WT yeast gro inh: 1.9; West Nile antiviral: 0.1%; MgcRacGAP inhibition: 8.6%; Myeloid diff MLP: inactive; RSV antiviral HEp-2: 0.9%; T cell HTS: inactive; WT yeast gro inh mutant strain: -7.6; bCat nuc transl cell count 5 µM: 933; T cell HTS vesicle-bound %: 45.9; Myeloid diff MLP GFP+ MAC1+ %: 0.6

What do the screens show for `CC(C)(C)OC(=O)N/N=C\C=C\c1ccc2c(c1)OCO2`?
bCat nuc transl: -0.4; WT yeast gro inh: 12.2; West Nile antiviral: -1.1%; Salmonella PhoP GFP: -4.3%; MgcRacGAP inhibition: 0.8%; Myeloid diff MLP: inactive; RSV antiviral HEp-2: 4.1%; T cell HTS: inactive; SV40 large T antigen: 7.8%; WT yeast gro inh mutant strain: 16.2; bCat nuc transl cell count 5 µM: 1118; T cell HTS vesicle-bound %: 26.6; Myeloid diff MLP GFP+ MAC1+ %: 0.7

As a working copy, part of the list above.
How did CCOc1cc(/C=C/C(=O)O)ccc1OCCO do in these assays?
bCat nuc transl: 1.5; WT yeast gro inh: 1.9; West Nile antiviral: 0.1%; MgcRacGAP inhibition: 8.6%; Myeloid diff MLP: inactive; RSV antiviral HEp-2: 0.9%; T cell HTS: inactive; WT yeast gro inh mutant strain: -7.6; bCat nuc transl cell count 5 µM: 933; T cell HTS vesicle-bound %: 45.9; Myeloid diff MLP GFP+ MAC1+ %: 0.6

What do the screens show for `CC(C)(C)OC(=O)N/N=C\C=C\c1ccc2c(c1)OCO2`?
bCat nuc transl: -0.4; WT yeast gro inh: 12.2; West Nile antiviral: -1.1%; Salmonella PhoP GFP: -4.3%; MgcRacGAP inhibition: 0.8%; Myeloid diff MLP: inactive; RSV antiviral HEp-2: 4.1%; T cell HTS: inactive; SV40 large T antigen: 7.8%; WT yeast gro inh mutant strain: 16.2; bCat nuc transl cell count 5 µM: 1118; T cell HTS vesicle-bound %: 26.6; Myeloid diff MLP GFP+ MAC1+ %: 0.7

Next part
Results for COc1cc2c(cc1OC)C(C)N(C(=S)NC(=O)c1ccccc1)CC2 (centres undefined) ?
bCat nuc transl: -0.2; WT yeast gro inh: -7.6; West Nile antiviral: -1.8%; Salmonella PhoP GFP: -3.8%; MgcRacGAP inhibition: 10.0%; Myeloid diff MLP: inactive; RSV antiviral HEp-2: 11.1%; T cell HTS: inactive; SV40 large T antigen: 3.8%; WT yeast gro inh mutant strain: -15.2; bCat nuc transl cell count 5 µM: 1512; T cell HTS vesicle-bound %: 60.4; Myeloid diff MLP GFP+ MAC1+ %: 0.1

Results for O=S(=O)(NN=C1CCCCCCC1)c1ccc(Br)cc1 ?
bCat nuc transl: -0.4; WT yeast gro inh: -8.2; West Nile antiviral: -0.1%; Salmonella PhoP GFP: 5.9%; MgcRacGAP inhibition: -2.4%; Myeloid diff MLP: inactive; RSV antiviral HEp-2: 0.2%; T cell HTS: inactive; SV40 large T antigen: 8.7%; WT yeast gro inh mutant strain: -0.3; bCat nuc transl cell count 5 µM: 497; T cell HTS vesicle-bound %: 7.5; Myeloid diff MLP GFP+ MAC1+ %: 1.2

How did CSc1ccccc1NC(=O)c1ccc(N2CCCC2=O)cc1 do in these assays?
MgcRacGAP inhibition: 9.5%; Myeloid diff MLP: inactive; RSV antiviral HEp-2: 1.6%; T cell HTS: inactive; T cell HTS vesicle-bound %: 42.7; Myeloid diff MLP GFP+ MAC1+ %: 1.0

Results for COc1ccc(/C(N)=N/OC(=O)COc2ccccc2Cl)cc1 ?
bCat nuc transl: -2.3; WT yeast gro inh: -17.8; West Nile antiviral: -0.6%; Salmonella PhoP GFP: -4.8%; MgcRacGAP inhibition: 6.8%; Myeloid diff MLP: inactive; RSV antiviral HEp-2: 1.8%; T cell HTS: inactive; SV40 large T antigen: 12.9%; WT yeast gro inh mutant strain: -10.8; bCat nuc transl cell count 5 µM: 570; T cell HTS vesicle-bound %: 37.7; Myeloid diff MLP GFP+ MAC1+ %: 0.4

How did C/C(CC(=O)NCc1ccco1)=N\NC(=O)Cc1ccc(-c2ccccc2)cc1 do in these assays?
bCat nuc transl: 3.0; WT yeast gro inh: 7.5; West Nile antiviral: -0.1%; Salmonella PhoP GFP: 8.1%; MgcRacGAP inhibition: 5.2%; Myeloid diff MLP: inactive; RSV antiviral HEp-2: 4.5%; T cell HTS: inactive; SV40 large T antigen: 6.7%; WT yeast gro inh mutant strain: -17.0; bCat nuc transl cell count 5 µM: 1144; T cell HTS vesicle-bound %: 39.7; Myeloid diff MLP GFP+ MAC1+ %: 0.0

What do the screens show for `CCN(CC)CCNC(=O)/C(=N\O)c1ccccn1`?
bCat nuc transl: 0.3; WT yeast gro inh: -11.7; West Nile antiviral: 0.2%; Salmonella PhoP GFP: -3.3%; MgcRacGAP inhibition: 4.1%; Myeloid diff MLP: inactive; RSV antiviral HEp-2: -0.5%; T cell HTS: inactive; SV40 large T antigen: -4.9%; WT yeast gro inh mutant strain: -10.5; bCat nuc transl cell count 5 µM: 1506; T cell HTS vesicle-bound %: 7.0; Myeloid diff MLP GFP+ MAC1+ %: 0.5

Results for Cc1c(NCc2cc(Cl)cc(Cl)c2O)c(=O)n(-c2ccccc2)n1C ?
WT yeast gro inh: 19.5; West Nile antiviral: -0.6%; Salmonella PhoP GFP: 17.2%; MgcRacGAP inhibition: 4.0%; Myeloid diff MLP: inactive; RSV antiviral HEp-2: 2.6%; T cell HTS: inactive; SV40 large T antigen: 8.9%; WT yeast gro inh mutant strain: 31.9; T cell HTS vesicle-bound %: 51.2; Myeloid diff MLP GFP+ MAC1+ %: 3.0

What do the screens show for `Clc1ccc2c(N3CCCC3)ccnc2c1`?
bCat nuc transl: -0.2; WT yeast gro inh: -4.7; West Nile antiviral: -1.8%; Salmonella PhoP GFP: -12.7%; MgcRacGAP inhibition: 12.7%; Myeloid diff MLP: inactive; RSV antiviral HEp-2: 1.7%; T cell HTS: inactive; SV40 large T antigen: -4.2%; WT yeast gro inh mutant strain: -1.8; bCat nuc transl cell count 5 µM: 1086; T cell HTS vesicle-bound %: 8.2; Myeloid diff MLP GFP+ MAC1+ %: 1.3

Results for CC(C)[C@H](NC(=O)[C@@H]1CSC2c3ccccc3C(=O)N21)C(=O)NC1CCCCC1 (some centres undefined) ?
West Nile antiviral: -0.6%; Salmonella PhoP GFP: -7.3%; MgcRacGAP inhibition: 8.2%; Myeloid diff MLP: inactive; RSV antiviral HEp-2: 1.6%; T cell HTS: inactive; SV40 large T antigen: -31.9%; T cell HTS vesicle-bound %: 30.3; Myeloid diff MLP GFP+ MAC1+ %: 6.0
